From PubChem
UbGFP stabilizer: inhibits proteasome, raising ubiquitin-GFP reporter fluorescence. Ubiquitin-GFP reporter cells, proteasome inhibition, GFP fluorescence; response scale: untreated = 0%, 10 µM MG-132 = 100%. Potency, µM (series often up to 45.9 µM), without a hit: at the top dose activation (GFP accumulation), hits mostly activators. 67,000 tested, under 10 active. AID 526; active = well fitted activation curve with a large enough effect, not every such curve was filed as active; inconclusive = small, poorly fitted or top-dose-only effect, or another doubt; inactive = no such curve, though single readings can be large or run the other way; note: potency is the fitted concentration of half-maximal effect
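U2OS cells expressing ubiquitin(G76V)-GFP, seeded overnight in 0.5% FBS medium, then treated 4 hr at 37 C across 46 uM to 2.9 nM. GFP-positive cells counted by laser cytometry (488 ex/515 em); %activity scaled between basal and 10 uM MG-132.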
4MU fluor: compounds fluorescent in 4-MU spectral region; compound autofluorescence, 340/450 nm, 4-MU equivalents; active compounds read high; 11% of 59,000 active; AID 589; max dye-equivalent concentration, M; in the data active = max dye-equivalent concentration above about 10 nM; inconclusive = mostly about 1.1 nM to 9.6 nM
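Compounds in 100 mM Tris, pH 8.0, sat 15 min at room temperature before fluorescence was read at 340 nm excitation/450 nm emission; a per-plate six-point 4-MU standard curve converted signals to dye-equivalent concentration at each compound concentration.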
Hsp90 Hop PPI: changes Hsp90-Hop TPR2A binding signal, up or down; AlphaScreen TPR2A-His6 binding biotin-Hsp90 C-terminal peptide; Potency, µM (series often up to 57 µM), without a hit: at the top dose activity change, negative = inhibition; 0.44% of 71,000 active; active = well fitted curve in either direction with a large enough effect; inconclusive = small, poorly fitted or top-dose-only effect, or another doubt; note: potency is the fitted concentration of half-maximal effect; % is set by controls: 0 for no effect and ±100 for the full control effect; many of its hits are not listed in these tables
TexasRed autofl: compound fluoresces in the Texas Red spectral region. Compound fluorescence, Texas Red channel, 547/618 nm; active compounds read high. max dye-equivalent concentration, M. 0.06% of 59,000 active; in the data active = max dye-equivalent concentration above about 10 nM; inconclusive = between about 1.1 nM and that limit
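Dye-equivalent concentrations come from scaling compound signal (ex 547, em 618 nm) to six Texas Red standard concentrations run on every plate, after 15 min room-temperature incubation in pH 8.0 Tris (100 mM).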
FLuc inh: firefly luciferase inhibition; P08659; purified firefly luciferase, luminescence, 8 min; Potency, µM (highest dose often 57.1 µM), without a hit: at the highest dose activity change, negative = inhibition, most hits filed as inhibitors; 2.2% of 72,000 active; AID 411; note: potency is the fitted concentration of half-maximal effect; % is set by controls: 0 for no effect and ±100 for the full control effect; nearly all actives have a fitted effect of over 40% in size
Target sequence (P08659 whole entry, looked up): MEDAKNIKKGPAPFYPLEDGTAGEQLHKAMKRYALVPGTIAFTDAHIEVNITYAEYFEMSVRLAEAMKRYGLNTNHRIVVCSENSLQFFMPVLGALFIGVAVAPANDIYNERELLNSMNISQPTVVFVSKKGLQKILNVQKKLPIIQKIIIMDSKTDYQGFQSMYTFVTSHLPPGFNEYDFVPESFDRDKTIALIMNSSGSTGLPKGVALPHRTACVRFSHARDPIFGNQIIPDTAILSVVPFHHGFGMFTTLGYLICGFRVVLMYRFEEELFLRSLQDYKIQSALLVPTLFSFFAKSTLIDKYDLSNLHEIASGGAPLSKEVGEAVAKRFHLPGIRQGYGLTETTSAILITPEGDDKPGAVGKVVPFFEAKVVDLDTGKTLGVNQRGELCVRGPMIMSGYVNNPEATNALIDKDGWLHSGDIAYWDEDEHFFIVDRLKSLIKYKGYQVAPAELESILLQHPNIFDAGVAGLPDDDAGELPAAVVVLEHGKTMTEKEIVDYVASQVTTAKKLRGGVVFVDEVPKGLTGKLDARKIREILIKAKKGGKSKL
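qHTS concentration-response profiling: light output of P. pyralis luciferase with luciferin and 10 uM ATP, imidazole buffer pH 7.2. Read by luminescence after 8-min room-temperature incubation.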
CRE-bla Fsk: CRE-bla signaling modulation under forskolin stimulation | CHO CRE-bla reporter (cAMP response element driving beta-lactamase), forskolin EC10, beta-lactamase ratio | Potency, µM (titrated, usually from 38.2 µM), without a hit: top-dose activity change, negative = inhibition, most hits filed as activators | 2.5% of 71,000 active | AID 662; active = well fitted activation curve with a large enough effect in the signal ratio, with a control signal flat, not every such curve was filed as active; inconclusive = small, poorly fitted or top-dose-only effect, or effect the other way, or a change in a side signal; the % refers to the signal ratio; note: potency is the fitted concentration of half-maximal effect; % of control where 0% means no effect
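Reporter-gene assay: CHO cells with beta-lactamase behind cAMP responsive elements, co-treated with compound and EC10 NKH 477 for 3 hours at 37 degrees Celsius. Activity came from the 460/530 nm CCF4 emission ratio.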
HBB splicing: modulators of hemoglobin beta chain splicing; Potency, µM (doses to about 46.1 µM), without a hit: at the highest dose activation, usual class: activators; 0.06% of 65,000 active; HBB splicing reporter cell assay, activation; EGFP reporter with mutant IVS2-654 intron; response scale: normalised to 500 nM splice-correcting PNA; note: potency is the fitted concentration of half-maximal effect; 0% is about no effect
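Compounds were applied for 2 days to HeLa EGFP-654 cells, 500/well in Optimem with 2% FCS. The reporter's EGFP is disrupted by mis-splicing of beta-globin intron IVS2-654. Readout: summed well GFP fluorescence from 488 nm laser scanning; reference was 500 nM antisense […] 654 PNA.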
GFP derepression: epigenetic modulators derepressing GFP locus in mouse cells | mouse C127i GFP locus derepression, cytometry, 30 h | Potency, µM (top dose mostly 46.1 µM), for the others: at the top dose GFP derepression (activation) | 0.09% of 68,000 active; note: % of control where 0% means no effect
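Read-out is the number of GFP-positive cells, scored as fluorescent objects 20 to 120 um wide, reflecting derepression of a silenced CMV-GFP reporter in murine C127i cells after 30 h compound exposure at 37 C.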
ERK AVP block: blocks ERK signaling stimulated by vasopressin; HEK293-V1b, vasopressin-stimulated pERK AlphaScreen; Potency, µM (doses to about 57.5 µM), for the others: at the top dose activity, negative = inhibition, usual class: inhibitors; 0.99% of 72,000 active; AID 995; note: potency is the fitted concentration of half-maximal effect; % is set by controls: 0 for no effect and ±100 for the full control effect; nearly all actives have a fitted effect of over 55% in size
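Overnight-seeded V1b-HEK293 cells in 1% FBS got compound, then vasopressin (25 nM final, 5 min, 37C), then lysis buffer. AlphaScreen detection of phospho-ERK; activity normalized to basal and full-stimulation controls.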
A350 autofl: A350 region autofluorescence | Compound autofluorescence, 340/450 nm, Alexa 350 dye-equivalents; active compounds read high | max dye-equivalent concentration, M | 11% of 59,000 active | AID 590; in the data active = max dye-equivalent concentration above about 10 nM; inconclusive = mostly about 1.1 nM to 9.6 nM
Fluorescein fluor: fluorescein region autofluorescence; Compound autofluorescence, 480/540 nm, fluorescein-equivalent; active compounds read high; 0.91% of 59,000 active; AID 593; max fluorescein-equivalent concentration, M; in the data active = max fluorescein-equivalent concentration above about 10 nM; inconclusive = between about 1.1 nM and that limit
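Compounds were pin-transferred into 100 mM Tris buffer, pH 8.0, and incubated 15 min at room temperature. Fluorescence was read at 480 nm excitation/540 nm emission. Signals were normalized to an on-plate six-point fluorescein standard curve as dye-equivalent concentration.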
Starred values were filed as active, the others as inactive; i = inactive; ? = inconclusive; / = no result given; & = joins results of further samples; [ ] = another dose, or the depositor's remark. Unless noted, calls come from the whole dose curve; as a rule, active = well fitted curve in the direction sought with a large enough effect; inconclusive = small, poorly fitted or top-dose-only effect, or another doubt; inactive = no such curve, though single readings can be large; an effect the other way counts as inactive or inconclusive. An excerpt (hit frequency here may not be typical).

SMILES	UbGFP stabilizer	4MU fluor	Hsp90 Hop PPI	TexasRed autofl	FLuc inh	CRE-bla Fsk	HBB splicing	GFP derepression	ERK AVP block	A350 autofl	Fluorescein fluor
O=c1oc2ccccc2c(N2CCCCC2)c1CN1CCCCC1	4%	?	-2%	i	1%	1%	/	0%	-6%	?	i
COc1ccccc1C(=O)n1nc(-c2cccnc2)nc1N	-3%	/	-7%[2.3 µM]	/	2%	-14%	-0.6%	/	-2%	/	/
Cc1nnc(SCc2ccccc2F)n1NCc1cccs1	11%	i	-3%	i	0%	-7%	1.6%	2%	-5%	i	i
COc1ccc(OCc2nnc(SCC(=O)O)n2N)cc1	3%	i	-2%	i	-1%	2%	/	0%	16%	i	i
Cc1nn(CC(=O)Nc2ccc3c(c2)oc2ccccc23)c(=O)c2ccccc12	2%	i	-3%	i	-3%	-4%	-0.3%[57.5 µM]	0%	-19%	i	?
COc1ccccc1N1CCN(C(=O)CN(Cc2ccc(Cl)cc2)S(C)(=O)=O)CC1	15%	i	-6%	i	2%	-15%	3.2%	8%	-4%	i	i
Cc1cc(C(C)(C)CC(C)(C)C)ccc1OCCOCC[N+](C)(C)Cc1ccccc1	8%[20.5 µM]	i	-3%[26 µM]	i	2%[25.5 µM]	4%[17.1 µM]	-1.0%[20.6 µM]	2%[20.6 µM]	-3%	i	?
Cn1c(=O)c2c(nc(SCC(=O)NC3CCCCC3)n2C)n(C)c1=O	3%	/	4%	/	2%	1%	0.2%	-4%	-1%	/	/
COc1ccc(Cn2c(C)nc3c(c2=O)c2nc4ccccc4nc2n3Cc2ccco2)cc1	/	3.6e-08M*	-7%	?	-1%	?	1.1%[0.369 µM]	23%	-12%	4.6e-08M*	i
O=C(CSc1nc2cc(Cl)ccc2s1)N1CCN(C(=O)c2ccco2)CC1	1%	i	1%	i	?	?	1.4%[57.5 µM]	-2%	12%	i	i
c1csc(CN2CCN(Cc3cccs3)C2c2cccs2)c1	-1%	i	0%	i	0%	-2%	/	-2%	-2%	i	i
CCN(C(=O)c1cccc(F)c1)c1ccccc1C	1%	i	0%	i	0%	8%	-1.7%	-1%	-7%	i	i
Cc1cc2c(C)nc(Cc3ccccc3)nc2o1	/	?	/	i	0%[25.5 µM]	/	/	-2%[20.6 µM]	/	?	i
Cc1cccc(C)c1-n1nnnc1S(=O)(=O)Cc1ccccc1Cl	-3%	i	?	i	-2%	-4%	-1.1%	3%	34%[activator]	i	i
Cc1nc2c(cc(Oc3ccc(S(=O)(=O)N4CCOCC4)cn3)c3ccsc32)s1	-1%	i	-10%	i	-2%	?	-0.3%[57.5 µM]	0%	-24%	i	?
Cn1cccc1C(=O)N1CCC[C@@]2(CCN(Cc3cc(C(F)(F)F)cc(C(F)(F)F)c3)C2)C1	-7%	i	-19%	i	-1%[11.4 µM]	?	0.9%	0%[9.22 µM]	-12%	i	i
O=C(O)C1CCCN1S(=O)(=O)c1ccc2[nH]c(=O)c(=O)[nH]c2c1 (stereo unspecified)	5%	i	-4%	i	1%	-8%	-0.1%	5%	-6%	i	i
O=C(c1cccs1)N1CCC(c2ccccc2)C1 (stereo unspecified)	-3%	i	3%	i	13µM*	2%	-0.6%	2%	-15%	?	?
COC(=O)c1ccc(NC(=O)CNC(=O)C2CCCCC2)c(C)c1	-5%	i	-1%	i	2%	-3%	0.3%	0%	-10%	i	i
Cc1ccc(NS(=O)(=O)c2ccc3c(c2)c(=O)n(C)c(=O)n3C)cc1F	-4%	i	-5%	i	-1%	-21%	-2.7%	3%	12%	i	i
CC1CCCC(C)N1C(=O)c1cc(F)c(F)cc1Cl (stereo unspecified)	3%	i	-3%	i	-2%	2%	-1.2%	2%	-20%	i	i
Cc1ccc(-c2cc(C(=O)O)n[nH]2)o1	1%	1.8e-08M*	-4%	i	-2%	-1%	/	-1%	14%	1.6e-08M*	i
O=C1CC(NCc2ccncc2)C(=O)N1c1ccc(Cl)cc1 (stereo unspecified)	/	i	/	i	-1%[25.5 µM]	/	/	0%[20.6 µM]	/	i	i
CCC(=O)N1CCN(CCN=CC2=C(O)CC(c3cccs3)CC2=O)CC1 (stereo unspecified)	16%[9.17 µM]	/	-5%[11 µM]	/	2%	?	-1.2%[0.0738 µM]	-2%	-4%	/	/
O=C(Nc1ncc2c(n1)CC(c1ccco1)CC2=O)c1ccccc1 (stereo unspecified)	14%	i	-8%	i	2%	-13%	1.3%	0%	-25%	i	i
SMILES	UbGFP stabilizer	4MU fluor	Hsp90 Hop PPI	TexasRed autofl	FLuc inh	CRE-bla Fsk	HBB splicing	GFP derepression	ERK AVP block	A350 autofl	Fluorescein fluor
COc1ccc(-n2c(CSc3nc(C)cc(C)n3)nnc2SCC(=O)Nc2nccs2)cc1	2%	1.5e-08M*	1%	i	2%	-4%	0.2%[57.5 µM]	-1%	11%	1.4e-08M*	i
CCC1Oc2ccccc2N(CC(=O)NCCN2C(C)CCCC2C)C1=O (stereo unspecified)	1%	i	-3%	i	2%	4%	1.9%[57.5 µM]	4%	-5%	i	?
Cn1c(Cn2nnc3ccccc32)nnc1SCC(=O)NCc1ccc2c(c1)OCO2	3%	i	-4%	i	1%	-3%	-0.2%[57.5 µM]	0%	15%	i	i
CCOC(=O)CSc1nnc2n(Cc3ccccc3)c(=O)c3c4c(sc3n12)CCC4	/	i	/	i	0%[25.5 µM]	/	/	3%[20.6 µM]	/	i	i
CCOCCCNC(=O)C1CC(=O)N(C2CCCC2)C1 (stereo unspecified)	-2%	i	-5%	?	0%	6%	0.0%	1%	23%	i	i
Cn1cnnc1SCC(=O)N(Cc1ccc2c(c1)OCO2)C1(C(=O)NC2CCCCC2)CCCC1	7%	i	-2%	i	3%	-3%	/	-7%	-2%	i	i
Cc1ccccc1C(OCC(O)CN1CCCCC1CCO)c1ccccc1 (stereo unspecified)	2%	i	-9%	?	1%	-24%	-0.5%	3%	0%	?	?
CC(=O)Oc1cc2oc(=O)cc(C)c2cc1OC(C)=O	-3%	/	-3%	/	-2%	?	0.9%	0%	-13%	/	/
COc1cccc(Nc2ncc3nc(-c4cn(C)c5ccccc45)c(=O)n(C[C@H]4CCCO4)c3n2)c1	?	i	0%	i	1%[11.4 µM]	?	18%	5%[9.22 µM]	-5%	i	1.6e-08M*
O=C(NC1CCCCC1)c1cc2nc(-c3ccco3)cc(C(F)(F)F)n2n1	-4%	1.1e-07M*	1%	i	1%	10%	/	0%	-10%	9.8e-08M*	i
O=S(=O)(Nc1ccc(Cc2ccncc2)cc1)N1CCCC1	5%	i	1%	i	-2%	4%	-0.1%	5%	?	i	i
COC(=O)C1=C(C)OC(N)=C(C#N)C1c1ccc(OC)c(OC)c1OC (stereo unspecified)	/	i	/	i	2%[25.5 µM]	/	/	0%[20.6 µM]	/	?	i
Cn1nc(-c2ccc(Cl)cc2)c2cc(C(=O)NC3CC3)sc21	-6%	/	-3%[2.3 µM]	/	5%	?	-0.7%	/	?	/	/
O=C(Nc1ccccc1N1CCN(C(=O)c2ccc(Cl)cc2)CC1)c1ccc2c(c1)OCO2	11%	i	-9%	i	-3%	-3%	1.0%	0%	-6%	i	i
CCOCCCNC(=O)N[C@@H](Cc1ccccc1)C(=O)OC	-6%	i	1%	i	4%	-3%	-2.5%[57.5 µM]	0%	-3%	?	?
Cc1cc(=O)[nH]c2c1c(=O)[nH]n2C1CC(C)N(C)CC1C (stereo unspecified)	-2%	i	0%	i	1%	-3%	/	2%	-6%	i	i
CCCCCNc1nc(N2CCCC2)c2c(c1C#N)CCN(C)C2	/	4.6e-08M*	/	i	0%[25.5 µM]	/	/	5%[20.6 µM]	/	5.3e-08M*	?
Cc1ccc(S(=O)(=O)NCCC(=O)Nc2ccc3c(c2)OCO3)cc1	2%	i	-6%	i	-1%	-19%	-1.5%	0%	-10%	i	?
CCCCOc1nc2ccccc2nc1C(C#N)C(=O)NC1CCCCC1 (stereo unspecified)	/	3.5e-08M*	/	i	-2%[25.5 µM]	/	/	-4%[20.6 µM]	/	2.9e-08M*	?
CC(C)Oc1ccc(C2CC(=O)NC3=C2C(=O)CCC3)cc1 (stereo unspecified)	-1%	?	-3%	i	1%	-1%	-0.1%	1%	-20%	?	i
COCCCn1c(=N)c(C(=O)NCC2CCCO2)cc2c(=O)n3ccccc3nc21 (stereo unspecified)	3%	2e-05M*	-10%	?	0%	16µM*	0.3%[57.5 µM]	0%	-2%	2.1e-05M*	?
Cc1ccc(S(=O)(=O)Nc2ccccc2C(=O)c2ccc(C)c(C)c2)cc1	-1%[9.17 µM]	3.3e-08M*	0%[11 µM]	?	-2%[11.4 µM]	7%[7.6 µM]	0.6%[9.22 µM]	0%[9.22 µM]	18%[11.5 µM]	3.7e-08M*	?
O=C(O)c1ccccc1Nc1cccc(C(F)(F)F)c1	4%[20.5 µM]	?	-3%[26 µM]	i	-1%&-1%[25.5 µM]	-7%[17.1 µM]	-0.3%[20.6 µM]	-2%&14%[20.6 µM]	20%	?	?
